RmlCD inh mix = inhibitors of RmlC and RmlD coupled enzymes. RmlC/RmlD coupled enzyme inhibition, 384-well mixture HTS. inhibition, % at 5.5 µM. 0.39% of 110,000 active. AID 1532; in the data active means inhibition above about 30%, passing the limit was not always enough; further: strong numbers were not always called active
RT RNaseH block = inhibitors of HIV-1 reverse transcriptase RNase H. P04585. 1.9% of 65,000 active. AID 565. inhibition, % at 10 µM. RT-RNase H RNA/DNA duplex cleavage, fluorescence; in the data active means inhibition above about 50%
An asterisk follows results filed as active; . = not tested or not shown; & = joins results of further samples.

SMILES	RmlCD inh mix	RT RNaseH block
COc1ccc(C(=O)NCc2ccc(OCCN(C)C)cc2)cc1OC	-10.4	.
CCN(CC)CCNC(=O)c1cc(Cl)c(N)cc1OC	-10.3	-2.6
OCCN1CCN(CCCN2c3ccccc3Sc3ccc(Cl)cc32)CC1	-3.0	-29.7
O=C(CCNNC(=O)c1ccncc1)NCc1ccccc1	3.9	-3.7
CN(C)CCOC(C)(c1ccccc1)c1ccccn1 (stereo not given)	3.8	-3.1
C=C[C@@H]1CN2CCC1C[C@@H]2[C@@H](O)c1ccnc2ccc(OC)cc12 (stereo not given in full)	3.2	.
CC(=O)NC(Cc1ccccc1)C(=O)O (stereo not given)	7.4	-0.5
C/C=C(/C)C(=O)O[C@@H]1c2c(ccc3ccc(=O)oc23)OC(C)(C)[C@@H]1OC(=O)/C(C)=C\C	-17.6	.
Cc1cc(-c2ccccc2)nnc1NCCN1CCOCC1	15.2	-5.8
Cc1cc(Nc2cc(N3CCN(C)CC3)nc(Sc3ccc(NC(=O)C4CC4)cc3)n2)n[nH]1	3.4	.
CN1CCN(CCC(=O)N2c3ccccc3Sc3ccc(C(F)(F)F)cc32)CC1	-12.0	.
CCOc1ccc(NC(=O)Cn2cc(C(=O)c3ccco3)c3ccccc32)cc1	-12.4	.
CC12CCC(CC1)C(C)(C)O2	1.5	.
O=C(CCN1CCC(c2ccccc2)C1)c1ccc2c(c1)OCCO2 (stereo not given)	-18.2	.
COc1ccc(/C=C/C(=O)Nc2ccccc2C(=O)O)cc1OC	4.8	-2.4
C=CC1=C(C(=O)O)N2C(=O)[C@@H](NC(=O)/C(=N\O)c3csc(N)n3)[C@H]2SC1 (stereo in doubt)	-13.9	.
COc1cc2c(c(OC)c1OC)-c1c(cc3c(c1OC)OCO3)[C@@H](OC(C)=O)[C@H](C)[C@H](C)C2	8.2	.
O=C(NCCc1c[nH]c2ccccc12)c1cccnc1	-6.4	-9.5
O=S(=O)(c1cccc2cnccc12)N1CCCNCC1	-11.9	-6.1
c1ccc(CC2=NCCN2)cc1	2.1	.
NC(=O)c1cccc(-c2cc(Nc3ccc(OC(F)(F)F)cc3)ncn2)c1	2.2	.
Cc1nc2ccccn2c(=O)c1CCN1CCC(C(=O)c2ccc(F)cc2)CC1	2.2	-4.8
C1CCC(C(CC2CCCCN2)C2CCCCC2)CC1 (stereo not given)	-9.2	19.8
O=C(c1ccc(F)cc1)C1CCN(CCn2c(=O)[nH]c3ccccc3c2=O)CC1	-10.8	-28.9
CC(COc1ccccc1)NC(C)C(O)c1ccc(O)cc1 (stereo not given)	1.6	-1.8
c1ccc(CN(CC2=NCCN2)c2ccccc2)cc1	-7.6&5.6	-10.3&-6.2
COc1ccccc1N1CCN(CCCNc2cc(=O)n(C)c(=O)n2C)CC1	-7.8	.
CCN(CC)CCOC(=O)C1(c2ccccc2)CCCC1	-4.5	.
CCCn1cnc2c1c(=O)n(CCCCC(C)=O)c(=O)n2C	-61.2	.
CCC(C)n1ncn(-c2ccc(N3CCN(c4ccc(OCC5COC(Cn6cncn6)(c6ccc(Cl)cc6Cl)O5)cc4)CC3)cc2)c1=O (stereo not given)	57.4	72.7*

An excerpt of these results, bar-delimited.
Structure | RmlCD inh mix | RT RNaseH block
CCOc1ccc(NC(=O)Cn2cc(C(=O)c3ccco3)c3ccccc32)cc1 | -12.4 | .
CC12CCC(CC1)C(C)(C)O2 | 1.5 | .
O=C(CCN1CCC(c2ccccc2)C1)c1ccc2c(c1)OCCO2 (stereo not given) | -18.2 | .
COc1ccc(/C=C/C(=O)Nc2ccccc2C(=O)O)cc1OC | 4.8 | -2.4
C=CC1=C(C(=O)O)N2C(=O)[C@@H](NC(=O)/C(=N\O)c3csc(N)n3)[C@H]2SC1 (stereo in doubt) | -13.9 | .
COc1cc2c(c(OC)c1OC)-c1c(cc3c(c1OC)OCO3)[C@@H](OC(C)=O)[C@H](C)[C@H](C)C2 | 8.2 | .
O=C(NCCc1c[nH]c2ccccc12)c1cccnc1 | -6.4 | -9.5
O=S(=O)(c1cccc2cnccc12)N1CCCNCC1 | -11.9 | -6.1
c1ccc(CC2=NCCN2)cc1 | 2.1 | .
NC(=O)c1cccc(-c2cc(Nc3ccc(OC(F)(F)F)cc3)ncn2)c1 | 2.2 | .
Cc1nc2ccccn2c(=O)c1CCN1CCC(C(=O)c2ccc(F)cc2)CC1 | 2.2 | -4.8
C1CCC(C(CC2CCCCN2)C2CCCCC2)CC1 (stereo not given) | -9.2 | 19.8
O=C(c1ccc(F)cc1)C1CCN(CCn2c(=O)[nH]c3ccccc3c2=O)CC1 | -10.8 | -28.9
CC(COc1ccccc1)NC(C)C(O)c1ccc(O)cc1 (stereo not given) | 1.6 | -1.8
c1ccc(CN(CC2=NCCN2)c2ccccc2)cc1 | -7.6&5.6 | -10.3&-6.2
COc1ccccc1N1CCN(CCCNc2cc(=O)n(C)c(=O)n2C)CC1 | -7.8 | .

Following part.
SMILES	RmlCD inh mix	RT RNaseH block
CC[N+](C)(CC)CCOC(=O)C(O)(c1ccccc1)C1CCCCC1 (stereo not given)	-13.1	-7.5
CCOc1ccc(C(=O)OCCN(CC)CC)cc1	-87.9	.
C[C@]12CCC(=O)C=C1CC[C@@H]1[C@@H]2CC[C@@]2(C)[C@H]1CC[C@]2(O)C(=O)CO	7.0	2.0
Oc1ccc(/C=C/c2cc(O)cc(O)c2)cc1	-12.1	21.5

High-throughput results (PubChem)

A portion of the library; rates above refer to the full screens.
